Mito fusion act: mitochondrial division inhibition or fusion activation | S. cerevisiae fusion-defective mutant growth rescue, CellTiterGlo 48 h | Potency, µM (top dose mostly 46.1 µM), for the others: at the top dose growth rescue (activation), actives largely listed as activators | actives 0.23% (n = 320,000) | AID 485298;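 also: potency is read from the fitted curve at half-maximal effect; % of control where 0% means no effect; nearly all actives have a fitted effect of over 45% in size; temperature-sensitive fusion mutants such as fzo1-1 at 37 °C on non-fermentable ethanol glycerol medium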
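Yeast fusion mutant, YPEG (non-fermentable carbon), compound, 48 h at 37C non-permissive; CellTiterGlo added, 10 min RT, luminescence read. Rescued growth = division inhibition.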
KCNH2 3.1 inh: blocks the human KCNH2 3.1 channel isoform | activity change, % (tested at about 1.8 µM) | U2OS KCNH2 3.1, thallium flux FluxOr; active compounds read low | actives 0.95% (n = 340,000);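 active = maximum activity change below -70%; inconclusive = maximum activity change from -70% to -50%; inactive = maximum activity change above -50%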;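 also: thallium influx rate constant from kinetic fluorescence after stimulation buffer; % is scaled to controls: 0 for no effect and ±100 for the full control effect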
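Thallium flux via FluxOr fluorescence (Red40 quencher, 45 min loading) in U2OS cells virally expressing the KCNH2 3.1 isoform (1.77 x 10^8 /mL virus, overnight at 37 C). Rate constants from 2-min kinetic reads post-stimulation, normalised to positive and negative controls.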
ELG1 DNA repair: inhibitors of ELG1-dependent DNA repair in HEK293T cells. HEK293T ELG1-luciferase reporter, luminescence, 16 h; DNA damage induced by 5-fluorouridine. Potency, µM (doses to about 46.1 µM), inactives show top-dose activity change, negative = inhibition, most hits filed as inhibitors. actives 2.3% (n = 330,000). AID 504467; also: potency is read from the fitted curve at half-maximal effect; % is scaled to controls: 0 for no effect and ±100 for the full control effect; nearly all actives have a fitted effect of over 55% in size
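Step one: seed 2,000 cells per well. Step two: pin-transfer compound or DMSO alongside 5-fluorouridine. Step three: incubate 16 hr, 37 °C, 5% CO2. Step four: add ONE-Glo, wait 30 min, read luminescence.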
Rab9 promoter act: activates the Rab9 promoter. Huh7 Rab9 promoter-luciferase reporter, luminescence, 24 h. Potency, µM (series often up to 9.22 µM), without a hit: at the highest dose activation, negative = inhibition, usual class: activators. actives 2.8% (n = 320,000); also: potency is read from the fitted curve at half-maximal effect; % of control where 0% means no effect; nearly all actives have a fitted effect of over 60% in size
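Cell-based reporter: Huh7 stable for Rab9 promoter-driven luciferase, plated in reduced-serum medium with 10% FBS at 1500 cells/well, compound-treated 24 h at 37 °C, luminescence read after 10 min reagent.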
PKM2 activator: increases activity of human pyruvate kinase M2; AID 1631; purified PKM2, Kinase-Glo ATP luminescence, activation; response scale: 0% is enzyme alone, no compound; actives 0.34% (n = 260,000); Potency, µM (titrated, usually from 57.5 µM), inactives show at the highest dose activation, most hits filed as activators; also: potency is read from the fitted curve at half-maximal effect; % is scaled to controls: 0 for no effect and ±100 for the full control effect; nearly all actives have a fitted effect of over 55% in size
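hPK-M2, >95% pure; 0.1 mM ADP / 0.5 mM PEP final; imidazole pH7.2 buffer w/ 7 mM MgCl2, 50 mM KCl; 1 h RT; Kinase-Glo lum. Intermediate enzyme activity for dual inhibitor/activator qHTS.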
MBNL1-CUG inh: MBNL1-poly(CUG) RNA binding inhibition; Q9NR56; TR-FRET MBNL1-His/biotin-(CUG)12 binding, 665/545 ratio; Potency, µM (top dose mostly 57.5 µM), for inactives: top-dose activity change, negative = inhibition, usual class: inhibitors; actives 0.036% (n = 280,000); active = well fitted inhibition curve with a large enough effect in the signal ratio, with a control signal flat, not every such curve was filed as active; inconclusive = small, poorly fitted or top-dose-only effect, or effect the other way, or a change in a side signal; inactive = no such curve, though single readings can be large or run the other way; the % refers to the signal ratio; also: potency is read from the fitted curve at half-maximal effect; % is scaled to controls: 0 for no effect and ±100 for the full control effect
Target sequence (Q9NR56 whole entry, looked up): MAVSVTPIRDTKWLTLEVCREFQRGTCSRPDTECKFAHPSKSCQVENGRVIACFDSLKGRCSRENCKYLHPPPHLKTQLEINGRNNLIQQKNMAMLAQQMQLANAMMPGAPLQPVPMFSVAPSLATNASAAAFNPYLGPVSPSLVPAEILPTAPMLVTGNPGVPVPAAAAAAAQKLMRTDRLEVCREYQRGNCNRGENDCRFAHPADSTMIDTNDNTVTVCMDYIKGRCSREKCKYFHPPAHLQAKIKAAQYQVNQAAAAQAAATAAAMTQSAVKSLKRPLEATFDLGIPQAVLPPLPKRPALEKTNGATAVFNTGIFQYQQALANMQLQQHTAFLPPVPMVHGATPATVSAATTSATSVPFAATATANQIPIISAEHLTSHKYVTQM
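MBNL1-His + Biotin-(CUG)12, cpd titration 92 nM–58 uM; Tb anti-His Ab 0.055 ng/ul, SA-XL665 5 nM (final); 60 min RT; ratiometric 665/545 nm, Ex 340 nm; normalized to buffer and full-complex controls.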
RORg inh: inhibitors of mouse ROR gamma transcriptional activity. P51450. Drosophila S2 Gal4-RORgamma UAS-luciferase reporter, 20 h. Potency, µM (highest dose often 53.6 µM), for inactives: at the highest dose activity change, negative = inhibition, usual class: inhibitors. actives 5.4% (n = 310,000); also: potency is read from the fitted curve at half-maximal effect; % is scaled to controls: 0 for no effect and ±100 for the full control effect; nearly all actives have a fitted effect of over 60% in size
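Drosophila Schneider cells stably carrying a metallothionein-driven Gal4 DBD–ROR gamma fusion and a UAS-Photinus luciferase reporter were exposed to compound for 1 hr, then induced with copper sulfate (700 uM final) for 20 hr at ambient temperature before luminescence reading.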
FLuc counter: counter-screen for miR-21 project: firefly luciferase inhibitors or activators | P08659 | purified FLuc, Km substrates, luminescence inhibition | Potency, µM (titrated, usually from 57.5 µM), for the others: at the highest dose activity change, negative = inhibition, most hits filed as inhibitors | actives 6.9% (n = 360,000) | AID 588342;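 also: potency is read from the fitted curve at half-maximal effect; plate controls were vehicle for no effect and reference inhibitor for full effect; nearly all actives have a fitted effect of over 55% in size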
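Purified P. pyralis luciferase, 10 nM final, with Km-level 10 uM D-luciferin and 10 uM ATP in 50 mM Tris acetate pH 7.5, 10 mM Mg acetate, 0.01% Tween-20, 0.05% BSA; 6-point qHTS titration about 60 µM downward; luminescence read.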
Menin-MLL TR inh: inhibitors of human menin-MLL interaction, mutant MLL peptide. actives 0.23% (n = 270,000). AID 1768. Potency, µM (highest dose often 61.6 µM), for the others: at the highest dose FP activity change, negative = inhibition, actives largely listed as inhibitors. O00255. Menin + Texas Red MLL mutant peptide, fluorescence polarization; active = well fitted inhibition curve with a large enough effect in the polarisation, with a control signal flat, not every such curve was filed as active; inconclusive = small, poorly fitted or top-dose-only effect, or effect the other way, or a change in a side signal; inactive = no such curve, though single readings can be large or run the other way; the % refers to the polarisation; also: potency is read from the fitted curve at half-maximal effect; % of control where 0% means no effect; many of its hits are not listed in these tables
Target sequence (O00255 whole entry, looked up): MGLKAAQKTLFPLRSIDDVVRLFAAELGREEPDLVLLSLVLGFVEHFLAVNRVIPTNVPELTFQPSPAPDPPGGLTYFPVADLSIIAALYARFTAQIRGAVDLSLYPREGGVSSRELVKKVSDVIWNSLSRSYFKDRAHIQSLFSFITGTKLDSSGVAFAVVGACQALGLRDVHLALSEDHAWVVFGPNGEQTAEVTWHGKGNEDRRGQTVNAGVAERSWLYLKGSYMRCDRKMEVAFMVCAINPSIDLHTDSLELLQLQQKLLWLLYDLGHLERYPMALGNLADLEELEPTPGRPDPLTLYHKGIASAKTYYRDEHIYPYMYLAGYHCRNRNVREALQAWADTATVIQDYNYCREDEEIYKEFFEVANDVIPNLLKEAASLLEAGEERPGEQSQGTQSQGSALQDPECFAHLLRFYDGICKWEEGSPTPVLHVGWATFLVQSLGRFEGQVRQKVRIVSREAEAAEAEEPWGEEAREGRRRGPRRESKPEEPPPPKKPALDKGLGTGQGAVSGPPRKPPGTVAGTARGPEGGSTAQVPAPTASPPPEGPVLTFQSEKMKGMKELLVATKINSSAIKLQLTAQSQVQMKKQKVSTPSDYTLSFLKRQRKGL
NPC1 promoter act: activates the NPC1 promoter; actives 2.4% (n = 320,000); Huh7 NPC1 promoter luciferase reporter, 24 h; Potency, µM (doses to about 9.22 µM), for the others: at the top dose activation, usual class: activators;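 also: potency is read from the fitted curve at half-maximal effect; % of control where 0% means no effect; nearly all actives have a fitted effect of over 60% in size; reporter is driven by a mutant NPC1 promoter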
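In 1536-well qHTS, Huh7 cells harboring an NPC1 promoter–luciferase construct received compound for 24 h; activation was quantified by luminescence following luciferase reagent addition.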
VP16 counter: Gal4-VP16 reporter inhibition counter-screen; Drosophila S2 Gal4-VP16 UAS-luciferase, luminescence, 20 h; Potency, µM (series often up to 53.6 µM), inactives show top-dose activity, negative = inhibition, actives largely listed as inhibitors; actives 3.5% (n = 310,000);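 also: Gal4-VP16 expression switched on by copper sulfate through the metallothionein promoter; potency is read from the fitted curve at half-maximal effect; % is scaled to controls: 0 for no effect and ±100 for the full control effect; nearly all actives have a fitted effect of over 50% in size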
Active calls of the source: *; u = inconclusive; x = not tested or not shown; [ ] = another dose, or the depositor's remark. Unless noted, calls follow the shape of the dose curve; as a rule, active = well fitted curve in the direction sought with a large enough effect; inconclusive = small, poorly fitted or top-dose-only effect, or another doubt; inactive = no such curve, though single readings can be large; an effect the other way counts as inactive or inconclusive.

SMILES,Mito fusion act,KCNH2 3.1 inh,ELG1 DNA repair,Rab9 promoter act,PKM2 activator,MBNL1-CUG inh,RORg inh,FLuc counter,Menin-MLL TR inh,NPC1 promoter act,VP16 counter
CN(C(=O)Nc1ccccc1)C1CCCCC1,1%,-1,u,13%,1%,1%,8%,u,x,1%,3%
CC(C)(C)[C@@H]1C=C(C(=O)NC2CC2)O[C@H](OCc2ccc(CO)cc2)C1,-1%,4,-19%,1%,1%,1%,16%,7%,u,-7%,-10%
OC(CCc1ccncc1)c1ccccc1 (centres undefined),-11%,16,6%,-1%,x,x,x,2%,x,-3%,x
CN(C)S(=O)(=O)c1ccc(S(=O)(=O)N2CCCC(C(=O)NC3CCCC3)C2)cc1 (centres undefined),0%,-13,-8%,-24%,-3%,3%,u,0%,u,-16%,2%
CC1=C(C(=O)OCC2CCCO2)C(c2ccsc2)C2=C(CCCC2=O)N1 (centres undefined),2%,-3,-6%,u,2%,0%,-5%,-2%,-15%,0%,-14%[10 µM]
O=C(O)c1ccc(Cl)c(S(=O)(=O)Nc2ccc3cn[nH]c3c2)c1,3%,u,4%,11%,12%,x,u,u,u,-4%,-1%
CCc1nc(Cl)c(C#N)c2c1CCCC2,5%,x,13µM*,3%,-5%,-11%,-4%,1%,-3%,-3%,-9%
CN(C)S(=O)(=O)c1cccc(-c2nn(-c3ccccc3)cc2/C=C2\SC(=S)NC2=O)c1,21%,11,23µM*,-4%,0%,9%,13µM*,-18%,u,-3%,u
CCOc1cc2[nH]c(=S)n(Cc3ccc(C(=O)NCCN(CC)CC)cc3)c(=O)c2cc1OCC,-6%,-9,27%,7%,x,-5%,-29%,0%,0%,2%,-23%
Cc1cc(C)c2c(CC(=O)Nc3nccs3)coc2c1,-10%,15,5%,-5%,8%,-3%,-22%,2%,u,0%,-14%
Nc1cc(N)nc(SCCOc2ccccc2F)n1,4%,3,u,u,-2%,u,4%,u,0%,28%,-9%
Cc1ccc(S(=O)(=O)NC2CCCC2)cc1C(N)=O,2%,-14,0%,-1%,-4%,2%,10%,6%,x,-4%,-4%
CC1CN(c2ccc(Cl)cc2[N+](=O)[O-])CCN1S(C)(=O)=O (centres undefined),-6%,6,u,-6%,-1%,u,8%,-1%,0%,-2%,13%
O=C(CN(C(=O)c1csnn1)c1cccc2c1CCCC2)NCc1ccc(F)cc1,5%,9,-5%,0%,5%,-1%,-7%,0%,-11%,-1%,23%
Cc1cc(C)cc(NC(=O)Cc2ccc(-n3cccc3)cc2)c1,-2%,-8,17%,-2%,-4%,u,-2%,1%,-17%,0%,-4%
Cc1oc(-c2cccs2)nc1CN1CCC(CO)(CCOc2ccccc2)CC1,-3%,18,-1%,-3%,-2%,1%,-18%,-2%,-12%,-2%,-2%
C=CCN1C(=O)CSC1=Nc1ccc(NC(C)=O)cc1,1%,18,27%,1%,x,-2%,4%,2%,x,-5%,8%
O=C(COC(=O)[C@H](Cc1ccccc1)NC(=O)c1cccs1)Nc1ccccc1C(F)(F)F,-13%,4,u,-5%,-15%,1%,14%,4%,-1%,-3%,0%
CCOC(=O)c1cnc2c(c(C3CC3)nn2C)c1N1CCOCC1,-1%,2,-20%,1%,11%,-13%,13%,-2%,x,-7%,-2%
CCCNC(=O)COc1coc(CN2CCN(c3ccccc3)CC2)cc1=O,-1%,-6,1%,-5%,x,1%,-7%,-1%,x,-4%,-7%
Cc1nc2nc(CC(=O)O)[nH]n2c(=O)c1[N+](=O)[O-],1%,20,4%,-5%,-7%,-7%,2%,-3%,x,1%,-7%
Cc1ccc(N2C(=O)Nc3ccccc3C2(O)C(=O)NCCCOC(C)C)cc1C (centres undefined),-4%,9,3%,2%,x,-4%,-27%,-1%,-14%,-4%,3%
COP(=O)(OC)c1nc(-c2ccccc2)oc1N1CCOCC1,-1%,5,10%,-11%,2%,x,4%,0%,5%,-2%,-2%
CCOC(=O)C(=O)N(Nc1ccc(C)cc1)c1ccc(C)cc1,-5%,-22,u,u,-1%,-10%,-29%,u,x,27%,24%
Cc1ccc(OC(F)F)c(NC(=O)Nc2ccc3c(c2)OCO3)c1,2%,x,-8%,6%,2%,2%,12%,u,u,4%,1%
COc1ccc(N(CC(=O)NCc2ccco2)S(=O)(=O)c2ccc(OC)c(OC)c2)cc1,-1%,0,9%,2%,-1%,4%,-3%,4%,-5%,-1%,5%
Nc1nc(NCc2ccco2)nc(Nc2ccccc2)c1[N+](=O)[O-],3%,2,-4%,-13%,2%,0%,7%,0%,x,0%,5%
COC(=O)c1ccc(C(=O)OC)c(NS(C)(=O)=O)c1,3%,1,2%,0%,-7%,-7%,8%,1%,2%,0%,6%
O=c1cc(N2CCN(c3ccccc3)CC2)[nH]c(=O)n1C1CCCCC1,0%,-3,5%,-13%,2%,-3%,-1%,-1%,-16%,-8%,-5%
O=C(Cn1cccc1C(=O)c1ccccc1)NCc1cccc(Cl)c1,0%,25,u,23%,-1%,20%,10%,-15%,1%,9%,-15%
COc1ccc(C(=O)Nc2nnc(-c3cccs3)s2)cc1,4%,-9,u,0.79µM*,6%,1%,20%,1.2µM*,-12%,1µM*,2%
COc1cccc(/C=N/NC(=O)c2nc(-c3ccccc3)cc(-c3ccccc3)n2)c1,9%,-78*,7.3µM*,3%,1%,-5%,-6%,2.4µM*,3%,-2%,-15%
O=C(N/C(=C/c1ccco1)C(=O)N1CCOCC1)c1ccccc1Br,-1%,x,-1%,-5%,0%,11%,-17%,0%,x,-48%[inhibitor],5%
Cc1ccccc1NS(=O)(=O)c1ccc(C2CNC(=O)C2)cc1 (centres undefined),11%,u,-2%,-1%,-7%,-10%,0%,0%,12%,1%,0%
N#Cc1cccc(NS(=O)(=O)c2ccc(S(=O)(=O)N3CCOCC3)cc2)c1,-2%,-47,12%,-4%,x,x,x,3%,x,0%,x
COc1ccc(NC(C)=O)cc1C,0%,-23,17%,1%,-6%,-9%,2%,-4%,-23%,-1%,2%
CCC(CC)N=C1NS(=O)(=O)c2cc([N+](=O)[O-])ccc21,0%,-2,-19%,1%,-4%,u,u,6%,13%,1%,u
O=C(O)c1ccccc1N1C(=O)C2C3c4ccccc4C(Br)(c4ccccc43)C2C1=O (centres undefined),6%,-1,6%,-11%,6%,0%,3%,-2%,u,0%,9%
COCCCNC(CC(=O)Nc1ccc(OC)cc1OC)C(=O)O (centres undefined),-3%,-1,x,x,-2%,4%,-10%,-5%,-19%,x,-2%
CC(C)CC(OC(=O)CC1Sc2ccccc2NC1=O)C(=O)NC1CCCC1 (centres undefined),17%,-4,-6%,-1%,3%,-2%,-17%,1%,-3%,0%,12%
Cc1cccc(NC(=O)CN2C(=O)COc3ccc(Cl)cc32)c1C,8%,-1,-9%,-16%,-12%,-1%,2%,1%,10%[11.7 µM],0%,1%
CC1CCCC(NC(=O)c2cc(S(=O)(=O)N3CCOCC3)ccc2F)C1C (centres undefined),-12%,-14,-1%,-2%,x,0%,9%,2%,u,-3%,-5%
Cc1ccc(NC(=O)C2CCN(S(=O)(=O)c3cccs3)CC2)cc1C,-1%,-34,u,3%,-1%,9%,0%,0%,15%,-1%,-1%
Cc1nn(-c2ccccc2)c(C)c1S(=O)(=O)O,-6%,6,-1%,-3%,-2%,-14%,-16%,-2%,-9%,-1%,-8%
CCOc1ccc(S(=O)(=O)N2CCC(C(=O)Nc3cccc(NC(C)=O)c3)CC2)cc1,-5%,9,11%,-4%,0%,4%,38%,-3%,22%,-1%,2%
CCC(CO)NCc1ccc(OC2CCCC2)cc1 (centres undefined),4%,-3,10%,1%,-10%,-12%,0%,-1%,-3%,-2%,-4%
CCOc1ccc(C(NC(=O)/C=C/c2ccco2)c2ccc(OC)c(OC)c2)cc1 (centres undefined),-8%,-27,u,-6%,12%,5%,20%,-1%,-4%,0%,-2%
O=C(COC(=O)c1ccccc1C(=O)OCC(=O)NCCc1c[nH]c2ccccc12)NCCc1c[nH]c2ccccc12,-2%,-4,u,8%,x,x,x,u,x,3%,x

Screens from PubChem BioAssay.

The list is partial; count on the stated rates, not on these rows.
